High-throughput results (PubChem BioAssay)
TWEAK Fn14 block: TWEAK-Fn14 signaling inhibition; inhibition, % at 10 µM; AID 1159606; 360,000 compounds, 2% hits; TWEAK-stimulated Fn14 reporter cells, luciferase luminescence, 8 h; in the data active means inhibition above about 50%
Shn3 3UTR inh: inhibitors of Schnurri-3 3'UTR reporter in osteoblasts | Clone20 osteoblast Shn3 3'UTR firefly luciferase, 24 h | AID 588674 | 360,000 compounds, 0.52% hits | inhibition, % at 12.5 µM;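 active means mean inhibition of at least 75% with every replicate also reaching 75%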;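 further: 0% = median of neutral control wells and 100% = pilot-screen positive control compound; some compounds past the cut are filed as inactive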
HIF-2a block: HIF-2a inhibition. 786-0 RCC cells HIF-2a reporter, luciferase luminescence, overnight. inhibition, % at 18.8 µM. 360,000 compounds, 0.72% hits;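 active means inhibition of the luminescence signal of 40% or more relative to plate controls, in a single-dose primary screen at 18.75 µM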
iPSC survival up: hiPSC single-cell survival enhancement. 360,000 compounds, 0.044% hits. ATPlite luminescence; 100% = ROCK inhibitor wells, 0% = DMSO. survival enhancement, % at 20 µM. AID 602274; in the data active means survival enhancement above about 18%;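 further: cells exposed to compounds for 16 hours before the ATP read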
KKLEB tox: CF airway cell cytotoxicity counter-screen; activity change (cytotoxicity), % at 5 µM; KKLEB CF airway cells viability, ATPlite luminescence, overnight; stronger effect = lower value; cells stimulated with P. aeruginosa culture filtrate; AID 602141; 360,000 compounds, 0.36% hits;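 active means corrected activity change at or below -50% at 5 µM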
Peg3 promoter: inhibitors of Peg3 promoter; HeLa PEG-Prom luciferase reporter, luminescence, overnight; inhibition, % at 20 µM; 360,000 compounds, 1.7% hits; AID 588405;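 active means inhibition of at least 50% at 20 µM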
aDG glyco up: increases alpha dystroglycan glycosylation. Pro5-aDG cells, alpha-DG glycosylation AlphaScreen (IIH6); 0% Pro5, 100% B10-LARGE cell signal. activation, % at 10 µM. 360,000 compounds, 0.22% hits;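 active means activation of at least 8% versus controls, or a plate z-score of at least 8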;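 further: Pro5 are CHO cells carrying HIG-tagged alpha-DG that lacks glycosylation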
NR2E3 ag-1: agonists of human NR2E3 nuclear receptor; 360,000 compounds, 0.35% hits; AID 602229; inhibition of corepressor binding, % at 3.98 µM; Q9Y5X4; CHO-S Gal4-NCOR/VP16-NR2E3 two-hybrid, luciferase;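 active means inhibition above the mean of all tested compounds plus 3 SD, cut at about 70% in these data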;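 further: 0% = DMSO with NR2E3 transfected cells and 100% = cells lacking NR2E3 construct; higher means lower luciferase signal from less NR2E3 corepressor binding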
Target sequence (Q9Y5X4 whole entry, looked up, the tested form may be a part): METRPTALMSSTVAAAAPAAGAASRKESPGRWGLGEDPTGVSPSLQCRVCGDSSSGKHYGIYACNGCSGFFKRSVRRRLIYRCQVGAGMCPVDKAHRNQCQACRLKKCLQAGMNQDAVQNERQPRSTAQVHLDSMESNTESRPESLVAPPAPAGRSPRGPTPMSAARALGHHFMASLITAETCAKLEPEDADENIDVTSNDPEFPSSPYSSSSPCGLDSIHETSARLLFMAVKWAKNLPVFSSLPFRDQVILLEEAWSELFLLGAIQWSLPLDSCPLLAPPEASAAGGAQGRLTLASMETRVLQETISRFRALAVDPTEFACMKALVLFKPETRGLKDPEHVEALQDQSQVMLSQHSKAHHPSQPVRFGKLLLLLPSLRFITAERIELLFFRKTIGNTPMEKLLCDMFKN
CF NFkB block: cystic fibrosis NF-kB activation inhibition. 360,000 compounds, 0.86% hits. KKLEB NF-kB-GFP reporter, PAF-induced, GFP fluorescence overnight. inhibition, % at 5 µM;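 active means at least 50% inhibition at 5 µM, scaled per plate between neutral and stimulator controls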;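 further: PAF is a Pseudomonas aeruginosa culture filtrate used as stimulus; plate controls were PAF-stimulated DMSO wells for no effect and unstimulated DMSO wells for full effect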
NR2E3 ag-2: agonists of human nuclear receptor NR2E3 | inhibition of corepressor binding, % at 4.78 µM | GST-NR2E3/biotin-RetCOR TR-FRET, 1536-well | Q9Y5X4 | AID 2300 | 320,000 compounds, 0.12% hits;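 active means percent inhibition above the cutoff of mean plus 3 SD of all tested compounds, set per screening campaign, cut at about 20% in these data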;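 further: 0% = DMSO wells and 100% = biotin wells as full block of FRET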
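Test system – NR2E3–RetCOR corepressor complex · Quantity – NR2E3 fusion 1.35 nM · Buffer or medium – Tris pH 7.5 · Incubation – Compound–protein incubation for 5 h at 4 °C · Technique – TR-FRET, Eu(K)-anti-GST donor, streptavidin-D2 acceptor, ex 340, em 617/671 nm · Evaluation – percent inhibition of 671/617 nm emission ratio versus biotin and DMSO controls · Plate – 1536-well format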
TRPM1 prom inh: inhibitors of MITF-driven TRPM1 promoter in melanoma cells | SK-MEL-5 TRPM1 promoter luciferase, 24 h | inhibition, % at 12.5 µM | 330,000 compounds, 0.83% hits | AID 488899;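 active means mean inhibition across replicates of 60% or more, whatever share of single replicates reaches that level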; further: values of inactives mirror those of a sister screen read the other way
* = called active by the depositor; / = not tested or not shown; & = joins results of further samples.

Values in the order – TWEAK Fn14 block	Shn3 3UTR inh	HIF-2a block	iPSC survival up	KKLEB tox	Peg3 promoter	aDG glyco up	NR2E3 ag-1	CF NFkB block	NR2E3 ag-2	TRPM1 prom inh
1: CC(Sc1ccc(S(=O)(=O)N2CCN(C)CC2)cn1)C(=O)NC1CCCCC1 (stereo not drawn)
  -3	2	11	4.7	3	18	-0.1	4	18	2	4
2: C[C@@H]1COC(=O)[C@@H](Cc2ccc(F)cc2)C/C=C\C[C@@H](CC(=O)NCCO)C(=O)N1
  6	-23	5	-0.7	5	-7	-0.4	-8	-6	/	1
3: Nc1c(C(=O)CSc2ncccn2)c(=O)[nH]c(=O)n1C1CC1
  19	-7	-6	-3.0	-15	-15	-0.1	-1	10	2	-7
4: COc1ccnc(Oc2ccccc2)c1C(=O)N/C=N/OCc1ccc(F)cc1Cl
  19	19	-12	3.4	-26	57*	-0.5	40	40	3	-5
5: CCN1CN(Cc2ccccc2)CNC1=S
  9	-33	12	0.0	3	2	0.2	4	1	-1	2
6: Cc1ccc(S(=O)(=O)N2CCC(C(=O)N[C@@H](Cc3ccccc3)C(=O)O)CC2)cc1
  -2	0	-12	1.6	10	4	-0.2	9	11	0	-5
7: Cc1cc(NC(=O)CSc2cc(Cl)ccc2Cl)n(-c2ccccc2)n1
  6	7	26	-0.2	-1	15	0.7	-7	-11	2	-14
8: Cc1ccc(C(=O)Oc2ccc(/C=N/NC(N)=O)cc2)cc1
  31	-15	-18	-0.3	-8	-8	0.5	1	1	-2	-4
9: O=C(c1c[nH]c(C(=O)C(Cl)(Cl)Cl)c1)c1ccc(F)cc1Cl
  32	23	-2	-7.3	8	54*	-0.7	0	16	4	5
10: O=C(CCC1CCCN(C(=O)CCN2CCCCC2=O)C1)NCc1ccccc1F (stereo not drawn)
  -5	-8	-20	1.2	1	-22	0.0	-10	-15	1	-6
11: CCOC(=O)c1c(NC(=O)CN2C(=O)NC(C)(c3ccccc3)C2=O)sc(C)c1C (stereo not drawn)
  -4	0	5	3.6	-22	32	0.1	-22	25	0	-12
12: Cc1ccc(SCc2[nH]nc3c2C(C(C)C)C(C#N)=C(N)O3)cc1 (stereo not drawn)
  -9	7	30	0.7	-11	30	0.0	-6	-17	0	7
13: CCCOc1ccc(-c2nc(=S)[nH][nH]2)cc1
  -23	-35	-119	3.3	18	-91	0.0	-73	-10	-3	-56
14: Cc1ccc(/C=C2\SC(=S)N(CCC(=O)NNC(=O)c3cccnc3)C2=O)cc1
  24	0	27	3.6	-5	-37	0.2	-22	-2	-1	-2
15: Cc1cccc(-n2c(SCC(=O)Nc3ccc4c(c3)OCO4)nnc2-c2ccoc2C)c1
  11	6	21	-0.6	-3	6	0.0	14	13	-3	16
16: CCC(C(=O)NCc1ccco1)N(C(=O)CNS(=O)(=O)c1ccccc1)C1CCCCC1 (stereo not drawn)
  20	0	3	-0.9	1	5	0.2	-7	0	-3	-11
17: C=CCNC(=O)c1cn(CC)c2cc(N3CCN(C(=O)c4ccco4)CC3)c(F)cc2c1=O
  23	9	2	0.3	10	24	1.0	-31	-10	-2	0
18: Cc1ccc(S(=O)(=O)CC(=O)c2ccc([N+](=O)[O-])cc2)cc1
  -9	5	3	0.2	-10	-2	-0.1	-11	-9	3	-6
19: Cc1cccc(N2CCN(C(=O)c3cccc(S(=O)(=O)N4CCc5ccccc5C4)c3)CC2C)c1 (stereo not drawn)
  38	80	4	-0.5	-8	10	3.0	60	13	-4	23
20: COCCCn1c(C(=O)NC2CCCCC2C)cc2c(=O)n3cccc(C)c3nc21 (stereo not drawn)
  3	-4	-7	-0.5	0	4	0.5	-19	5	-1	5

(more compounds)
Values in the order – TWEAK Fn14 block	Shn3 3UTR inh	HIF-2a block	iPSC survival up	KKLEB tox	Peg3 promoter	aDG glyco up	NR2E3 ag-1	CF NFkB block	NR2E3 ag-2	TRPM1 prom inh
21: CCC1CCCCN1CCCNC(=O)CN1C(=O)c2cccnc2Oc2ccc(Cl)cc21 (stereo not drawn)
  -5	15	1	-0.4	-12	-33	0.0	-7	12	3	-7
22: CCCC(=O)C1=C(SCC)CC(C)(C)C(C(=O)OC)C1=O (stereo not drawn)
  -1	3	18	2.4	4	-3	-0.2	-19	0	-2	9
23: Cc1ccc(S(=O)(=O)c2cc3c(=O)n4cccc(C)c4nc3n(C3CCCCC3)c2=N)cc1
  -40	-3	10	0.1	-5	2	-0.2	-7	-1	1	1
24: CCNC(=O)OCc1cn(-c2ccccc2)nn1
  -13	-14	-10	2.6	5	-3	0.0	-18	-5	-2	-6
25: Cc1ccccc1-c1nn2c(-c3ccccc3)nnc2s1
  -39	-4	-37	4.0	-6	-13	0.2	-1	-8	-2	-5
26: Cc1cc(C)c(C)c(S(=O)(=O)NC2CCN(Cc3ccccc3)CC2)c1C
  11	15	14	0.0	-5	17	0.6	-32	2	-1	-18
27: CCCNC(=O)c1ccccc1NC(=O)c1ccccc1N(C)S(C)(=O)=O
  2	-16	1	6.4	7	-2	-0.1	-27	-4	2	7
28: Cc1ccc(NC(=O)COC(=O)c2oc3ccccc3c2C)cc1S(=O)(=O)N1CCOCC1
  -7	6	8	-0.5	-16	9	0.0	4	18	/	2
29: CCOC(=O)C1CCN(C(=O)CSc2nnc(-c3ccco3)n2-c2ccccc2)CC1
  25	3	9	4.0	-8	9	0.4	12	13	-3	5
30: Cc1cc(=O)oc2c3c(cc(OCC(=O)NCc4cccnc4)c12)OC(C)(C)CC3
  -29	2	14	-0.1	-3	10	-0.3	-35	-2	-1	-5
31: COc1ccc(NC(=O)CN(C)C2CCCCC2)c([N+](=O)[O-])c1
  -26	-8	-67	0.2	-8	-32	1.2	-19	16	2	-4
32: CN(C)S(=O)(=O)c1ccc(N2CCCC2)c(C(=O)Nc2nc3ccc(F)cc3s2)c1
  -7	8	-57	1.5	-5	-28	-0.2	-41	-11	-3	7
33: CN(Cc1cnn(C)c1)Cc1nc(COc2ccccc2)no1
  0	-2	-32	-0.9	3	-33	0.1	-10	6	5	-5
34: Cc1nnc(SCC(=O)c2cc(C)n(C3CC3)c2C)s1
  -3	-38	-125	0.5	3	-217	-0.1	-115	9	0	-63
35: CN(C)CCCNc1nc(-c2ccc(Cl)cc2)nc2ccccc12
  -15	-23	-10	-0.4	-6	30	0.0	14	5	-3	2
36: O=C(COc1ccccc1Br)NCc1ccco1
  1	-22	-87	-1.9	-3	-77	-0.1	-13	7	0	-36
37: CCCCNC(=O)N(CC)c1c(N)n(Cc2ccccc2)c(=O)[nH]c1=O
  16	10	17	0.1	14	14	-0.1	-14	-5	5	-1
38: O=C(Nc1cnccn1)c1csc2ccccc12
  0	-55	-145	8.1	-1	-165	-0.2	-31	12	1	-55
39: C=CCn1c(SCC(=O)c2cccs2)nnc1-c1cccc(OC)c1
  16	-13	-19	3.0	7	-24	0.0	-20	-12	3	4
40: Cc1nnsc1C(=O)N(Cc1ccccc1)C(C)C
  8	5	10	0.2	5	6	0.1	-35	15	3	-6

2 of these compounds in another layout:
[11] CCOC(=O)c1c(NC(=O)CN2C(=O)NC(C)(c3ccccc3)C2=O)sc(C)c1C (stereo not drawn)
  TWEAK Fn14 block: -4; Shn3 3UTR inh: 0; HIF-2a block: 5; iPSC survival up: 3.6; KKLEB tox: -22; Peg3 promoter: 32; aDG glyco up: 0.1; NR2E3 ag-1: -22; CF NFkB block: 25; NR2E3 ag-2: 0; TRPM1 prom inh: -12

[12] Cc1ccc(SCc2[nH]nc3c2C(C(C)C)C(C#N)=C(N)O3)cc1 (stereo not drawn)
  TWEAK Fn14 block: -9; Shn3 3UTR inh: 7; HIF-2a block: 30; iPSC survival up: 0.7; KKLEB tox: -11; Peg3 promoter: 30; aDG glyco up: 0.0; NR2E3 ag-1: -6; CF NFkB block: -17; NR2E3 ag-2: 0; TRPM1 prom inh: 7

Further results follow.
Values in the order – TWEAK Fn14 block	Shn3 3UTR inh	HIF-2a block	iPSC survival up	KKLEB tox	Peg3 promoter	aDG glyco up	NR2E3 ag-1	CF NFkB block	NR2E3 ag-2	TRPM1 prom inh
41: CCCCn1c(N)c(N(CC(C)C)C(=O)C2CCN(S(=O)(=O)c3ccccc3)CC2)c(=O)[nH]c1=O
  6	-38	2	-0.2	-6	9	0.0	5	17	-3	-1
42: CC[C@@H](C)[C@H](NC(=O)CNC(=O)Cc1c(C)c2c(cc(C)c3c(C)coc32)oc1=O)C(=O)O
  11	10	21	-0.3	-4	26	0.1	-25	13	-2	/
43: CC(/C=C\c1cccnc1)=C/C(=O)O
  -13&-37	3&19	20&-37	0.6&-2.8	0&-2	15&-44	-0.2&0.0	4&-8	8&5	2&-1	5&5
44: COc1cc(OC)cc(C(=O)NCc2ccc3[nH]c(C)cc3c2)c1
  -20	-1	6	0.2	11	7	0.1	-8	-5	2	9
45: Cc1nc([N+](=O)[O-])cn1CC(=O)c1ccc(F)cc1
  -3	-6	16	-0.6	7	8	0.1	-33	14	0	2
46: Cc1ccnc(NC(=O)CS(=O)(=O)Cc2ccccc2)c1
  -19	-4	-21	0.9	-6	12	0.0	8	2	1	10
47: COc1ccc(OC)c(NC(=O)C2(C)CCN2Cc2cccc(OC)c2F)c1 (stereo not drawn)
  40	22	6	-0.5	-25	20	-0.1	-32	47	/	/
48: O=C(NCCCc1ccccc1)c1cccc(S(=O)(=O)N2CCOCC2)c1
  13	2	17	-0.3	1	26	0.6	15	-3	0	3
49: COc1cc(/C=N/N=C2/NC(=O)C(Cc3ccc(F)cc3)S2)ccc1O (stereo not drawn)
  -53	-24	-101	-1.5	-25	-179	-0.5	-102	43	-2	-15
50: O=C(Nc1ccc(C(=O)O)cc1)/C(=C\c1ccc2c(c1)OCO2)NC(=O)c1ccc(Br)cc1
  2	4	15	-0.9	1	-2	0.2	-2	4	2	4
51: CC1CCN(C(=O)c2nc[nH]c2C(=O)N2CCC(C)CC2)CC1
  1	-7	8	0.7	-2	8	-0.1	-21	-7	2	0
